AID inh – blocks human AID cytidine deaminase activity. AID deamination FRET fluorescence, UDG-coupled, 4 h. 91,000 compounds, 0.32% hits. AID 1347428. Potency, µM (top dose mostly 115 µM), for inactives: at the highest dose activity change, negative = inhibition, usual class: inhibitors; further: nearly all actives have a fitted effect of over 25% in size
Target sequence (Q9GZX7 whole entry, looked up): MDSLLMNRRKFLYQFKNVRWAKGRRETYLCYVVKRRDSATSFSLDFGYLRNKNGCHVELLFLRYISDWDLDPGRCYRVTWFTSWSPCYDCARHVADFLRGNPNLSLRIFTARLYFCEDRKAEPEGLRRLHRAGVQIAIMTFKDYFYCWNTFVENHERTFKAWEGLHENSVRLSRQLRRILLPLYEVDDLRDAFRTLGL
UDG counterscr – UDG inhibition counter-screen | Potency, µM (highest dose often 115 µM), for the others: top-dose activity change, negative = inhibition, most hits filed as inhibitors | AID 1347430 | FRET deamination/UDG coupled assay, UDG read, 4 h | 91,000 compounds, 0.14% hits; further: nearly all actives have a fitted effect of over 65% in size
* hit, by the source's call; ? = inconclusive; [ ] = dose if it differs, or a comment. The call rests on the fitted dose curve; in most records, active means well fitted curve in the direction sought with a large enough effect; inconclusive means small, poorly fitted or top-dose-only effect, or another doubt; inactive means no such curve, though single readings can be large; an effect the other way counts as inactive or inconclusive. On the % scale 0 is the no-effect control and ±100 the full control effect; potency means the concentration at half of the fitted maximal effect. Only part of the results is shown; count on the stated rates, not on these rows.

Compound	AID inh	UDG counterscr
CCCCS(=O)(=O)CCSCCS(=O)(=O)CCCC	-5.2%	-2.4%
COc1ccc(/C=C/c2ccc3cccc([N+](=O)[O-])c3n2)cc1O	-12.2%	3.3%
COc1ccc2c(c1)c1c(c(=O)n(-c3ccccc3C)c(=O)n1CC(=O)NCc1ccc(C)cc1)n2C	-11.4%	-8.2%
CCN(Cc1ccco1)C(=O)c1cc2cc(C)ccc2[nH]1	19.0%	0.3%
COc1cc(NC(=O)Cn2c(=O)n(Cc3ccccc3Cl)c(=O)c3cc(OC)c(OC)cc32)cc(OC)c1	2.8%	-7.3%
CCOC(=O)c1cnc2c(C(F)(F)F)cccc2c1Nc1cccc(C(=O)OC)c1	10.8%	?
CN(C(=O)CSc1nnc(Nc2ccccc2F)s1)c1ccccc1	-13.7%	4.1%
O=C(NCc1ccccc1)c1cccc(N2CCCS2(=O)=O)c1	-9.8%	-1.8%
CCCN(CCC)C(=O)Cn1nnc2sc(-c3ccccc3)cc2c1=O	-21.0%	-4.0%
CCc1ccccc1NS(=O)(=O)c1ccc(C(F)(F)F)cc1	-3.9%	-1.9%
Cc1ccc(NC(=O)c2ccoc2)cc1I	-5.1%	-0.7%
COc1ccccc1Cc1nc2ccccc2[nH]c1=O	11.6%	-6.0%

Complete entries as entered above.
Listed for COc1ccc(/C=C/c2ccc3cccc([N+](=O)[O-])c3n2)cc1O → AID inh = -12.2%; UDG counterscr = 3.3%
Listed for COc1ccc2c(c1)c1c(c(=O)n(-c3ccccc3C)c(=O)n1CC(=O)NCc1ccc(C)cc1)n2C → AID inh = -11.4%; UDG counterscr = -8.2%

At a glance, some entries already given.
Compound	AID inh	UDG counterscr
COc1ccc2c(c1)c1c(c(=O)n(-c3ccccc3C)c(=O)n1CC(=O)NCc1ccc(C)cc1)n2C	-11.4%	-8.2%
CCN(Cc1ccco1)C(=O)c1cc2cc(C)ccc2[nH]1	19.0%	0.3%
COc1cc(NC(=O)Cn2c(=O)n(Cc3ccccc3Cl)c(=O)c3cc(OC)c(OC)cc32)cc(OC)c1	2.8%	-7.3%
CCOC(=O)c1cnc2c(C(F)(F)F)cccc2c1Nc1cccc(C(=O)OC)c1	10.8%	?
CN(C(=O)CSc1nnc(Nc2ccccc2F)s1)c1ccccc1	-13.7%	4.1%
O=C(NCc1ccccc1)c1cccc(N2CCCS2(=O)=O)c1	-9.8%	-1.8%
CCCN(CCC)C(=O)Cn1nnc2sc(-c3ccccc3)cc2c1=O	-21.0%	-4.0%

New compounds follow
Compound	AID inh	UDG counterscr
O=C(c1ccc2c(c1)CCN2S(=O)(=O)c1ccccc1)N1CCN(c2ccc(F)cc2)CC1	?	-9.5%
CCOc1ccc(C2NC(=O)NC(C)=C2C(=O)Nc2cccc(C(F)(F)F)c2)cc1OC (stereo not drawn)	-4.4%	-0.6%
CCOC(=O)C1CCN(C(=O)COC(=O)c2cn(-c3ccccc3)nc2-c2ccc(Cl)cc2)CC1	-1.1%	5.9%
CCOc1ccc(NC(=O)c2cnc(N3CCCCC3)c3ccccc23)cc1	-11.5%	?
Cc1ccc(C(=O)O)cc1S(=O)(=O)NCCCN1CCOCC1	-3.1%	-3.5%
CN(CC(=O)NC(N)=O)c1ccc(C(C)(C)C)cc1	0.0%	5.0%
COc1ccccc1C1NC(=O)c2n[nH]c(-c3cccs3)c21 (stereo not drawn)	-9.0%	2.4%
CCN(CC)Cc1ccccc1CNC(=O)C12CC3CC(CC(NC(C)=O)(C3)C1)C2	0.8%	9.2%
CCN(CC)C(=S)SCCOc1cccc(C)c1	-8.7%	3.9%
CCOC(=O)c1ccc(NC(=O)C(=O)NCCc2ccc(OC)cc2)cc1	-0.1%[57.5 µM]	11.0%[57.5 µM]
CNC(=O)c1cccc(NC(=O)CC2(C(=O)O)CCCCC2)c1	-5.2%	-2.6%
Cc1ccc(-n2nc3c(N4CCCC(C(=O)NCCc5ccccc5)C4)nnc(C)c3c2C)cc1 (stereo not drawn)	?	3.0%
CCCc1cc(=O)oc2cc(OS(=O)(=O)c3ccc(F)cc3Cl)ccc12	-11.1%	-5.1%
Cc1ccc(C(NC(=O)c2ccncc2)c2ccccc2)cc1C (stereo not drawn)	-3.6%	5.9%
CCc1ccc(NC(=O)C2CCN(S(=O)(=O)c3cccc(-c4noc(C)n4)c3)CC2)cc1	-24.5%	-4.4%
CN(C)S(=O)(=O)c1ccc(C(=O)N(Cc2cccnc2)c2nc3c(F)cc(F)cc3s2)cc1	3.9%	?
CCOC(=O)c1ccccc1NC(=O)N(C(C)C)C1CCN(C(C)=O)CC1	-10.3%	2.2%
N#C/C(=C/c1ccc(OC(F)F)cc1)C(N)=S	-2.2%	2.6%
COC(=O)Cc1c(C)c2ccc(OCc3nn[nH]n3)cc2oc1=O	13.1%	12.5%
COc1cccc(CNC(=O)Cn2ccc3cc(S(=O)(=O)N4CCC(C)CC4)ccc32)c1	-13.9%	-18.7%[57.5 µM]
CCC(C(=O)NCCC(C)C)N(C(=O)Cn1nnc(-c2ccc(C)cc2)n1)c1cccc(O)c1 (stereo not drawn)	7.3%	4.8%
CC(C)(C)c1ccc(NC(=O)CSc2nnc3scc(-c4ccccc4)n23)cc1	-23.5%	31.1%[activator]
Cc1ccc2c(C(=O)O)cc(-c3cccs3)nc2c1C	1.8%	-4.3%
CCC(C)n1c(SCc2ccc(C(C)(C)C)cc2)nc2ccsc2c1=O (stereo not drawn)	0.9%	-3.3%[57.5 µM]
CC(C)[C@H](NC(=O)OCc1ccccc1)C(=O)N[C@H](C=O)Cc1ccccc1	?	-10.9%
CCCCn1c(Oc2cccc(C(=O)OC)c2)nc2c1c(=O)n(C)c(=O)n2C	0.1%	6.0%
COc1cc(Br)cc2cc(S(=O)(=O)c3ccccc3)c(=O)oc12	23.2%	?
CC(=O)COc1ccc2c(C(F)(F)F)cc(=O)oc2c1	4.3%	8.9%
N#CCCCSc1nnc(-c2c[nH]c3ccccc23)n1C1CC1	0.4%	-1.2%
CC(C)=CCOc1ccc2c(=O)c(Oc3ccccc3)c(C)oc2c1	?	?
O=C(N/N=C/c1ccc(Cl)c(Cl)c1)c1cccs1	36.0%	-4.3%
CCCCOC(=O)c1ccc(OC(=O)c2sc3ncn(Cc4cccc(F)c4)c(=O)c3c2C)cc1	54.9%[activator]	15.2%
CCc1nc2nc(C)cc(Nc3ccc(OC)cc3)n2n1	0.8%	-8.2%
CCOC(=O)c1cccc(NC(=O)CC2C(=O)N(c3ccc(F)cc3)C(=O)N2Cc2cccc(OC)c2)c1 (stereo not drawn)	9.6%	8.7%[57.5 µM]
Nc1c(Cl)cc(NC(=O)c2cnc3ccccc3n2)cc1Cl	?	-7.6%
CCn1c(SCC(=O)Nc2cccc(C(F)(F)F)c2)nc2c(c1=O)SCC2	-2.4%	-3.6%

New compounds follow.
Value order: AID inh	UDG counterscr
- CCOc1ccc2nc(SCC(=O)Nc3ccc(F)cc3)nc(-c3ccccc3)c2c1
    -3.1%	2.2%
- CC(C)C(C)(C#N)NC(=O)CN(C)CC1CCCCC1 (stereo not drawn)
    6.2%	0.2%
- COc1ccc(C2CC(c3ccccc3)=NN2C(=O)c2ccc(C)cc2)cc1 (stereo not drawn)
    -6.1%	1.3%
- CCCCCOC(=O)c1c(C)oc2ccc(NS(=O)(=O)c3cccs3)cc12
    -6.2%	-0.9%
- CCOc1ccccc1CNC(=O)CC(C)n1ccc(C)n1 (stereo not drawn)
    -2.3%	-7.8%
- COc1cc(C(=O)Nc2cc(Cl)ccc2O)ccc1OC(C)=O
    3.6%	6.2%
- O=C(Nc1ccc(F)c(S(=O)(=O)N2CCOCC2)c1)C(Sc1ccccc1)c1ccccc1 (stereo not drawn)
    -7.1%	-7.0%
- N#CC(/C(=N/S(=O)(=O)c1ccccc1)c1ccccc1)c1nc2ccccc2s1 (stereo not drawn)
    ?	-6.1%
- CCSc1nnc(-c2nn(C)c3c2CN(S(=O)(=O)c2ccc(OC)cc2)CC3)n1C
    -15.5%	-10.5%
- COc1ccc(-c2cc(=O)oc3c4c(ccc23)OCN(Cc2cccc(OC)c2)C4)cc1
    19.7%	32.5%[activator]
- Cc1ccc(S(=O)(=O)N2CCC(C(=O)Nc3ccc(Oc4ccccc4)cc3)CC2)cc1
    -19.2%	-2.6%
- CCN1CCN(c2nc3c(c(=O)[nH]c(=O)n3C)n2CC(O)COc2ccc(Cl)cc2)CC1 (stereo not drawn)
    0.7%	-4.9%
- COc1ccc(C)cc1NC(=O)Cn1c(=O)oc2cc(S(=O)(=O)N3CCCCCC3)ccc21
    3.9%	-10.4%
- CC(=O)c1cccc(NC(=O)COc2ccc3c(C)cc(=O)oc3c2)c1
    2.3%	4.3%
- CC(C)CCOC(=O)C[N+](C)(C)CCOC1CC2CCC1(C)C2(C)C (stereo not drawn)
    -4.3%	3.8%
- CCCN(CCC)C(=O)C1CCCN(c2ncnc3c2nc2n3CCCCC2)C1 (stereo not drawn)
    -7.7%	7.3%
- O=C(NC(c1ccccc1)C1CC1)c1cc(Cl)nc(Cl)c1 (stereo not drawn)
    -3.9%	-7.9%
- Fc1ccc(N2CCN(Cc3csc4c3CCCC4)CC2)cc1
    3.6%	-9.0%
- CCOc1ccc(N(CC(=O)Nc2cc(C)ccc2C)S(=O)(=O)c2c(C)[nH]c(=O)[nH]c2=O)cc1
    11.3%[57.5 µM]	10.7%[57.5 µM]
- CCOc1ccc2c(=O)c(Oc3ccc(OC)cc3)c(C(F)(F)F)oc2c1
    -1.8%	2.4%
- CC(=O)c1ccc(NC(=O)Cn2c(-n3nc(C)cc3C)nc(C)cc2=O)cc1
    1.6%	0.1%
- Cc1c(Cl)cccc1NC(=O)CN1C(=O)COc2ccc(S(=O)(=O)N3CCOCC3)cc21
    5.2%	-3.2%[57.5 µM]
- CN(Cc1ccccc1Cl)C(=O)c1ccc2c(c1)CCN2S(C)(=O)=O
    -4.5%	-2.2%
- Cc1ccc(Cl)cc1NC(=O)c1cnc(N2CCCCC2)c2ccccc12
    31.4%[activator]	22.5%
- O=C(Nc1cc(Cl)ccc1Cl)C12CC3CC(CC(C3)C1)C2
    3.0%	0.7%
- CC(OC(=O)Cc1n[nH]c(=O)c2ccccc12)C(=O)c1ccc2c(c1)CCC2 (stereo not drawn)
    -2.1%	-10.1%
- CCOc1cc(CNC(=O)Cn2ncn3c(cc4cc(F)ccc43)c2=O)cc(OCC)c1OCC
    4.2%	-20.1%
- Cc1c(F)cc(C(N)=O)cc1NS(=O)(=O)c1ccc2ccccc2c1
    -7.6%	-17.1%
- Cc1ccc(N2CC(C(=O)NCCS(=O)(=O)N3CCN(c4ccccc4)CC3)CC2=O)cc1C (stereo not drawn)
    1.4%	-4.6%
- COc1ccc(C(=O)COC(=O)CNC(=O)c2cc(OC)cc(OC)c2)cc1
    9.6%	-2.7%

Single entries from the entries so far:
Reading for COc1ccc(C(=O)COC(=O)CNC(=O)c2cc(OC)cc(OC)c2)cc1 under AID inh: 9.6%
Reading for CC(OC(=O)Cc1n[nH]c(=O)c2ccccc12)C(=O)c1ccc2c(c1)CCC2 (stereo not drawn) under AID inh: -2.1%
Reading for O=C(Nc1cc(Cl)ccc1Cl)C12CC3CC(CC(C3)C1)C2 under UDG counterscr: 0.7%
Reading for Cc1c(F)cc(C(N)=O)cc1NS(=O)(=O)c1ccc2ccccc2c1 under AID inh: -7.6%

An excerpt from above in order of length of the SMILES, lowest first:
Value order: AID inh	UDG counterscr
- CCN(CC)C(=S)SCCOc1cccc(C)c1
    -8.7%	3.9%
- CCc1nc2nc(C)cc(Nc3ccc(OC)cc3)n2n1
    0.8%	-8.2%
- CC(C)=CCOc1ccc2c(=O)c(Oc3ccccc3)c(C)oc2c1
    ?	?
- CCOc1ccc(NC(=O)c2cnc(N3CCCCC3)c3ccccc23)cc1
    -11.5%	?
- CCCCCOC(=O)c1c(C)oc2ccc(NS(=O)(=O)c3cccs3)cc12
    -6.2%	-0.9%

The results go on:
Value order: AID inh	UDG counterscr
- CCn1cc2nc(SCC(=O)Nc3cccc(Cl)c3C)n(Cc3ccc(Cl)cc3)c(=O)c2n1
    -3.3%	18.4%
- CC(=O)Nc1nonc1-c1nnc(SCc2ccccc2Cl)n1C
    5.1%	2.4%
- CCOc1ccc(C2c3c(-c4ccc(C)cc4)n[nH]c3C(=O)N2c2ccc(Cl)cc2)cc1 (stereo not drawn)
    ?	-12.9%
- Cn1c(=O)c2c(nc(NCCO)n2Cc2cccc(Br)c2)n(C)c1=O
    -4.5%	2.3%
- CC(C)(C)CC(C)(C)c1ccc(O)c(Sc2cc(C(C)(C)CC(C)(C)C)ccc2O)c1
    -17.5%	-8.5%
- CCC(C)NC(=O)Cn1c(-c2cccs2)cc2cc(Cl)ccc21 (stereo not drawn)
    -11.5%	14.4%
- CCOc1cc(/C=C2\NC(=O)NC2=O)cc(I)c1OC(C)C
    -0.4%	-12.8%
- COc1cc(CNC(=O)C2CCCCN2S(=O)(=O)c2ccc(F)cc2)cc(OC)c1OC (stereo not drawn)
    27.2%[57.5 µM]	-8.2%[57.5 µM]
- Cc1cc(C)cc(Nc2sc(C(=O)c3ccccc3)c(N)c2S(=O)(=O)c2ccccc2)c1
    -9.9%	-11.6%
